# Screening data: PubChem, several laboratories
# DAX1 inh-1: blocks DAX1 repression of SF-1 activated StAR promoter; HEK293T StAR-luciferase reporter, SF-1/DAX-1 repression relief; inhibition, % at 6.8 µM; 370,000 tested, 1.1% active; AID 652010;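 active = inhibition above the mean over all tested compounds plus 3 SD, cut at about 3.6% in these data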;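 also: 0% = DAX-1 cells with DMSO and 100% = cells lacking DAX-1 with DMSO; higher inhibition means more luminescence from relief of DAX-1 repression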
# ADAM10 inh: ADAM10 inhibition, QFRET primary screen; O14672; recombinant ADAM10, EDANS/DABCYL FRET peptide cleavage, 3 h; inhibition, % at 7 µM; 370,000 tested, 0.62% active;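 active = inhibition above a per-campaign cutoff equal to the mean of compounds falling between control-based bounds plus 3 SD, cut at about 20% in these data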;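 also: 0% = DMSO wells while the 100% control is not disclosed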
# Target sequence (O14672 214-748 limits assumed): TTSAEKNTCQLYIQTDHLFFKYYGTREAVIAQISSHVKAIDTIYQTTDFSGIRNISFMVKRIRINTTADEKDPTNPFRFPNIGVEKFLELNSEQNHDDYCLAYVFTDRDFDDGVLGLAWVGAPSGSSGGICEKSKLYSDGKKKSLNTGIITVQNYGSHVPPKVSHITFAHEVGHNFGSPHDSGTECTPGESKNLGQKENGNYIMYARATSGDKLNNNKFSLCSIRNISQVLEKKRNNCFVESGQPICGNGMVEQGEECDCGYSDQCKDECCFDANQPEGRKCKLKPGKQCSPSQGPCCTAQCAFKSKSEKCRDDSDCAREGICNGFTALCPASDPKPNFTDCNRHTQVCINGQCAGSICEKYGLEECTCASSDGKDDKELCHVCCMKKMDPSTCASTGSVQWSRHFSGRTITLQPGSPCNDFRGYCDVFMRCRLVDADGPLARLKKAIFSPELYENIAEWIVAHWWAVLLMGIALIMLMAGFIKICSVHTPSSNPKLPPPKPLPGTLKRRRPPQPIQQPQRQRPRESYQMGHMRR
# SMARCA2 activ: increases SMARCA2 function in MMTV reporter cells. MG213 cells, MMTV-luciferase reporter, dexamethasone, overnight. 370,000 tested, 1% active. activation, % at 9.1 µM; in the data active = activation above about 7.8%;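 also: 0% = vehicle wells and 100% = reference activator wells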
# GAA850 FXN act: activators of GAA850 frataxin (FXN) promoter; HEK293 lucGAA850 FXN promoter luciferase reporter, 24 h; percent of 10 µM SAHA response; activation, % at 6 µM; 360,000 tested, 0.56% active; AID 540364;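 active = activation above the average of all compounds screened plus 3 SD, cutoff fixed separately per campaign, cut at about 7.5% in these data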;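 also: 0% = DMSO wells and 100% = 10 µM SAHA wells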
# NPR2 activator: GC-B (human) receptor activation | P20594 | HEK293-GC-B cells, CNP EC30, cGMP TR-FRET; 0% at EC30 CNP, 100% saturating CNP | activation, % at 10 µM | 370,000 tested, 0.11% active | AID 1920062;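 active = activation at 10 µM reaching about 35% in either raw or pattern-adjusted values, limit read from the data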
# hcDAF-12 act: activates DAF-12 receptor from parasite H. contortus; HEK293 hcDAF-12 lit1-tk-luc reporter, luminescence; 0% DMSO, 100% Δ7-dafachronic acid; activation, % at 6.8 µM; 370,000 tested, 1.4% active; AID 652067;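 active = activation above the mean of all tested compounds plus 3 SD, cut at about 5.5% in these data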;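 also: 100% = response to 3 µM Δ7-dafachronic acid high control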
# ssDAF12 agonist: S. stercoralis DAF-12 activation, primary screen; activation, % at 6.8 µM; HEK293 ssDAF-12/GRIP1 lit1-tk-luc reporter, luminescence; % of 3 µM dafachronic acid response; 370,000 tested, 1% active;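 active = activation above the mean over all tested compounds plus 3 SD, cut at about 0.9% in these data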;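 also: 0% = DMSO-only wells and 100% = 3 µM delta7-dafachronic acid wells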
# hgDAF-12 ag: hgDAF-12 agonism, primary luciferase screen; HEK293 GAL4-hgDAF12 UAS-luciferase reporter, agonist luminescence; normalized to butyrate control; activation, % at 6.8 µM; 370,000 tested, 1.8% active; AID 687014;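 active = activation above a cutoff set at the mean of all screened compounds plus 3 SD, cut at about 10% in these data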;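 also: 0% = DMSO wells and 100% = sodium butyrate wells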
# NPR1 activator: GC-A (human) enzyme activation | HEK293 GC-A cells, cGMP TR-FRET, EC30 ANP; 0% at EC30 ANP, 100% saturating ANP | P16066 | activation, % at 10 µM | AID 1671463 | 370,000 tested, 0.14% active; in the data active = activation above about 40%
# HGIII-sPLA2 inh: Inhibits HGIII-sPLA2 liposome hydrolysis, primary screen. AID 743126. 370,000 tested, 0.56% active. QFRET BODIPY PC-A2 liposome hydrolysis, fluorescence. inhibition, % at 12.2 µM;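 active = inhibition above mean plus 3 SD of compounds lying within the high and low control bounds, cut at about 19% in these data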;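 also: 0% = median of test compound wells and 100% = no enzyme DMSO wells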
# Target sequence (Q9NZ20 whole entry, looked up): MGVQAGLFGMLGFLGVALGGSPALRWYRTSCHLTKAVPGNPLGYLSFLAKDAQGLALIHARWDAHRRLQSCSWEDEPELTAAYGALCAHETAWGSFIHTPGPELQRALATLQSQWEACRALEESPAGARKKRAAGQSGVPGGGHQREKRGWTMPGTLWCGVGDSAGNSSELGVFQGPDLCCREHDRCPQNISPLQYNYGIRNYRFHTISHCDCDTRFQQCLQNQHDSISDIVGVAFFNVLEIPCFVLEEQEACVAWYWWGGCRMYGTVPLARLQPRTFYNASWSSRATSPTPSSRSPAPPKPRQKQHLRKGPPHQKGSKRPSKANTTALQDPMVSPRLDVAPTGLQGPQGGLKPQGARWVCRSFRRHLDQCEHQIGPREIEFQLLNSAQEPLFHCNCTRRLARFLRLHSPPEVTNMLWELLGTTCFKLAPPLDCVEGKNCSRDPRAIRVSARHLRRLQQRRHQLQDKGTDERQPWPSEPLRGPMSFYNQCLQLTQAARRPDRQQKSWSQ
# DAX1 inh-2: inhibitors of human orphan nuclear receptor DAX1 (NR0B1) | P51843 | HEK293 Gal4-DAX1 luciferase reporter, luminescence | inhibition, % at 6.75 µM | 340,000 tested, 0.99% active | AID 504766;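 active = inhibition above the mean over all tested compounds plus 3 SD, cut at about 4.2% in these data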;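 also: 0% = DAX1-transfected cells with DMSO and 100% = empty-vector control cells with DMSO; inhibition shows as a rise in luminescence from relieved DAX1 repression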
# * marks the source's active call; other numbers are inactive results; x = not tested or not shown; & = joins results of further samples.
nr	SMILES	DAX1 inh-1	ADAM10 inh	SMARCA2 activ	GAA850 FXN act	NPR2 activator	hcDAF-12 act	ssDAF12 agonist	hgDAF-12 ag	NPR1 activator	HGIII-sPLA2 inh	DAX1 inh-2
1	Cc1cccc(C(=O)NC(C)C(c2cccs2)N2CCOCC2)c1 (configuration not stated)	-0.2	-6	-4	-0.3	1	-0.6	-1.4	-1.6	2	-5	0.6
2	COC(=O)[C@]1(C#N)CC(=O)N(CC2CCCCC2)[C@@H]1c1ccccc1	1.2	4	-6	x	-15	0.6	0.5	1.4	-7	4	x
3	O=C(Nc1nnc(C2=COCCO2)o1)c1ccc(S(=O)(=O)N2CCCCC2)cc1	-0.5	2	1	2.1	-2	-0.9	-1.7	1.3	-1	-10	1.2
4	COC(=O)CN1C(C)=Nc2ccc(C)cc2C1c1ccccc1 (configuration not stated)	0.0	-22	0	1.6	-10	-0.7	-0.9	1.5	-19	4	2.2
5	CCOC(=O)[C@@H]1[C@H]2COc3ccccc3[C@H]2N2C(=O)N(c3ccc(C(F)(F)F)cc3)C(=O)[C@]12C	-0.2	18	0	-3.9	2	0.2	-1.5	-1.2	-3	3	1.9
6	O=C(N/N=C/c1cccnc1)c1cccc(N2CCCC2=O)c1	0.9	-8	-1	1.5	-6	1.0	-0.7	-0.5	6	13	3.3
7	Cc1cnc(C(=O)Nc2cccc3cccnc23)cn1	-1.3	2	-4	-6.8	-5	-1.7	-0.9	4.2	0	-1	-3.0
8	CCn1c(C)cc(/C=C2/SC(=S)N(CC(=O)O)C2=O)c1C	0.9	3	0	0.2	x	-1.3	-1.3	2.7	x	-4	-1.2
9	O=C(NC(=S)Nc1ccc2ncccc2c1)c1ccccc1	4.8*	4	4	7.2	-7	3.2	-0.9	12*	-6	6	0.9
10	O=C(NCCO)c1nc(C(=O)c2ccccc2)c2ccccc2n1	0.1	-2	0	-0.3	0	0.1	-1.2	-2.1	2	2	0.5
11	CC(C)c1c(C(=O)N/N=C/c2ccccc2OCc2c(F)cccc2Cl)nnn1-c1nonc1N	0.0	1	-2	2.1	0	-2.9	-1.2	3.1	-1	2	0.2
12	Cc1ccc(S(=O)(=O)N2CCN(c3cc4c(cc3[N+](=O)[O-])n(C)c(=O)n4C)CC2)cc1	-0.3	-9	-3	-4.3	2	0.4	-2.0	-3.9	1	0	0.5
13	O=C(/C=C/c1cccs1)NCc1ccccc1	-0.2	3	1	2.0	-1	0.9	-1.3	2.9	2	0	0.2
14	Cc1cc(C)n(CCNC(=O)c2ccco2)n1	-0.1	4	-2	0.2	3	0.9	-0.7	2.8	-2	6	0.2
15	CCc1ccccc1NC(=O)CN1C(=O)C2CCCN2c2ncc(Cl)cc21 (configuration not stated)	-0.1	-16	1	-2.3	0	-0.3	-1.2	2.3	-10	-9	0.0
16	COc1ccc(N2CCN(C(=O)CSc3nc(C)cs3)CC2)cc1	0.4	2	-3	-1.0	-9	-0.7	-0.7	-1.1	2	2	1.3
17	CCOc1ccccc1OCCOc1ccc(F)cc1	0.5	1	1	-0.3	-4	-1.8	-1.3	0.8	-1	2	0.0
18	CC(Nc1nc(-c2ccc(F)cc2)cs1)c1nc2cc(Cl)c(N3CCCCC3)cc2n1CCCO (configuration not stated)	-0.3	42*	0	1.1	-6	-1.0	-1.0	-1.2	-2	-12	-1.6
19	COc1cc2c(C(=O)N3CCN(c4cccc(Cl)c4)CC3)cn(CC(C)C)c(=O)c2cc1OC	-1.3	8	2	-1.0	-2	-2.8	-1.8	-1.8	-4	1	-1.2
20	c1cc2c3c(cccc3c1)NC1(CCCC1)N2	0.0	7	6	-1.6	0	1.1	-0.7	-0.3	-7	24*	-2.1
21	Cc1ccc(S(=O)(=O)NN=C2CC3CC2C2CCCC32)cc1 (configuration not stated)	-0.3	-11	-7	1.8	-1	-0.8	-0.8	-3.9	2	9	2.0
22	Cc1cc(N2CCCCC2)nc2ccccc12	0.2	-23&-192	0	1.2	2&-5	-0.5&1.4	-2.0&-2.0	-0.6&3.0	1&1	3&8	-0.3
23	O=S(=O)(c1ccc(F)cc1F)N1CCCN(c2ccc(C(F)(F)F)cn2)CC1	-0.2	-5	-3	4.0	0	-0.7	-1.7	-1.2	-1	11	x
24	O=C(COC(=O)[C@@H]1CCCN1C(=O)c1cccs1)Nc1ccc(Br)cc1	0.6	5	-7	1.3	-3	0.3	-0.6	-1.1	-11	2	0.6
25	O=C(N/N=C/c1cc(Br)ccc1O)C(c1ccncc1)N1CCOCC1 (configuration not stated)	-1.7	-111	-2	-4.6	3	-1.8	-0.3	-6.8	8	-9	-1.6
26	CC(NC(=O)Cn1cc2c(n1)CCCCC2)c1ccccc1 (configuration not stated)	-0.3	-6	-1	1.4	6	-1.3	-1.3	-0.1	1	-4	1.0
27	CCOc1ccccc1C(=O)NCCCCCC(=O)O	-0.1	-7	0	1.2	0	-1.6	-1.2	0.0	0	12	-1.5
28	Cc1ccc(/C=C/C(=O)Nc2cc(C)on2)cc1	1.0	3	5	1.6	-1	2.8	-0.6	8.7	3	-6	0.2
29	C[C@@H]1CCN(C2CC2)S(=O)(=O)c2c(cccc2N2CCC[C@@H]2C)O1	-1.6	-6	-1	x	4	-0.8	-1.0	-0.8	-1	1	x
30	CCCCCOc1ccc(NC(=O)C(=O)NCCCn2ccnc2)cc1	-0.2	-3	-3	-4.0	0	-2.1	-1.0	6.5	3	-14	0.0
31	O=c1[nH]c(CSc2ncnc3sccc23)nc2ccccc12	0.7	-4	1	5.8	5	-1.3	-1.4	2.5	7	-3	0.8
32	COc1ccc(-c2cc(C(=O)NC3CCCC3)no2)cc1OC	0.0	0	1	0.8	-3	-0.9	-0.5	4.6	3	0	-1.0
33	O=C(O)c1c(-c2ccccc2)c2oc3ccccc3c2[nH]c1=O	0.0	-338	3	0.2	3	3.6	-1.3	-1.0	2	-1	-0.6
34	CCC1(c2ccccc2)NC(=O)N(CC(=O)Nc2cc(S(=O)(=O)N3CCCCC3)ccc2N(C)C)C1=O (configuration not stated)	-1.5	12	-1	0.2	7	-1.9	-1.7	-1.4	6	-13	-0.6
35	O=C(Nc1cccc(Cl)c1)Nc1ccccc1-n1ccnc1	0.0	-5	-2	0.0	-1	0.7	0.4	1.6	6	-3	0.3
36	C(#Cc1ccccc1)C[N+]1(CC#Cc2cccc3ccccc23)CCCC1	-1.4	-1	-5	0.6	0	-2.4	-1.0	-1.8	-6	-14	-0.8
37	O=C(NNC(=S)Nc1ccc(OC(F)F)cc1)c1cc2c(s1)CCCC2	0.1	-21	-3	3.0	5	-1.7	-1.5	-0.9	-3	13	0.4
38	CCCC1=C(C(=O)OCC)C(c2ccncc2)n2ncnc2N1 (configuration not stated)	-0.2	-2	-1	1.0	25	-1.9	-1.3	-3.0	21	6	0.8
39	CN1C2=NCCN2C(=O)c2cc(Cl)ccc21	0.4	6	2	0.8	0	4.0	-1.2	0.2	0	1	1.3
40	CCC(=O)NN1CCN(c2ccncc2S(=O)(=O)N2CCCCC2)CC1	-0.8	-5	0	-0.7	2	-0.4	-1.4	1.9	-2	4	0.5
41	CCC(=O)Nc1nc2cc(OC)ccc2s1	1.1	1	2	1.2	-5	-0.2	-1.4	9.2	5	-2	3.6
42	O=[N+]([O-])c1ccc(COc2ccc(Br)cc2CN2CCOCC2)cc1	-0.2	-2	-1	0.6	-10	-2.8	-1.7	2.2	-10	3	3.1
43	O=C(Cn1cnc2cc([N+](=O)[O-])ccc2c1=O)NC1CCS(=O)(=O)C1 (configuration not stated)	-0.8	-9	0	1.0	-1	-0.4	-1.5	0.3	1	-3	1.6
44	CC(=O)NC(CCS(C)(=O)=O)C(=O)Nc1cccc(C)c1C (configuration not stated)	1.4	-6	2	-0.3	2	-1.8	-1.0	-0.3	3	-1	-0.1
45	Cn1ccc(C(=O)OCC(=O)Nc2cccc(Cl)c2)n1	0.1	-2	-2	0.5	0	1.0	-1.2	-0.3	1	-2	-0.2
46	Cc1c(CN2CCCCC2)c(O)n(CCO)c(=O)c1C#N	-0.2	-21	0	1.2	-2	0.6	-1.0	-2.9	-1	-5	-1.7
47	O=C(COc1ccc(Br)cc1)NCc1cn2ccccc2n1	-0.4	0	-2	-1.0	-5	-1.7	0.0	5.0	-2	-1	-1.5
48	Cc1ccc(OCC(=O)NCCCNC(=O)COc2ccc(C)cc2)cc1	-0.7	-9	-1	3.2	-3	-0.3	-1.1	-0.9	2	-2	0.8
49	O=C(CO/N=C/c1ccc2c(c1)OCO2)Nc1cccc(Br)c1	0.4	16	-3	-0.7	0	-1.6	-0.6	0.2	3	-19	0.1
50	CC(C)(Oc1ccc(Cl)cc1)C(=O)Nc1ncccn1	0.4	-1	-5	4.6	-1	-0.2	-0.8	1.1	2	-8	-0.1

# Other structures follow.
nr	SMILES	DAX1 inh-1	ADAM10 inh	SMARCA2 activ	GAA850 FXN act	NPR2 activator	hcDAF-12 act	ssDAF12 agonist	hgDAF-12 ag	NPR1 activator	HGIII-sPLA2 inh	DAX1 inh-2
51	O=C(NCc1c(F)cccc1F)C1CCCN(c2ncccn2)C1 (configuration not stated)	-1.2	-37	-2	x	2	0.0	-1.1	4.1	0	16	x
52	O=C(Nc1ccc(N2CCOCC2)nc1)c1ccc(F)cc1	-0.1	-6	-1	2.2	3	0.8	-1.1	2.6	5	-1	0.7
53	CC(C)C(c1nnnn1CCc1ccccc1)N1CCC(C(N)=O)CC1 (configuration not stated)	-0.1	3	1	0.1	3	-1.4	-0.7	-3.4	4	4	0.5
54	Cc1cccc(/C=N\N=C\c2cccc(C)c2)c1	0.5	8	-2	3.0	-11	-2.8	-1.6	5.0	-2	8	-0.6
55	Cc1nc(C(=O)NCCCO)cc2c1[nH]c1ccccc12	0.0	-213	1	2.7	5	-1.8	-0.9	3.6	5	0	-0.6
56	COC(=O)c1ccccc1NC(=O)N1CCN(c2ccccc2)CC1	-0.5	-1	-1	2.4	-6	-2.8	-2.0	-0.6	1	2	0.1
57	CC(=O)c1cccc(N=C2C(=O)Nc3ccccc32)c1	0.6	7	3	3.6	-2	6.6*	-0.1	1.7	-1	5	0.0
58	CC(CCN1C(N(C)C)=NC[C@@H]1C)c1ccccc1 (some centres not stated)	0.3	-4	0	2.0	-5	0.1	-1.5	1.5	1	3	-0.4
59	O=C(Nc1nc2cc3c(cc2s1)OCO3)C1=COCCO1	-3.7	-11	-3	-9.6	-4	-2.8	-1.6	-7.2	2	3	-4.4
60	Cn1c(C(=O)N2CCCC(C(=O)NCCCc3ccccc3)C2)cc2sccc21 (configuration not stated)	-1.2	3	-3	1.1	1	-2.9	-1.7	-2.9	-6	-18	-1.6
61	O=C(OCCn1c(=S)sc2ccccc21)c1ccccc1	6.7*	-10	5	6.2	-4	2.0	0.3	6.9	-6	2	3.4
62	O=C(Cn1c(=O)oc2ccccc21)Nc1ccc(Cl)cc1Cl	0.1	11	-2	2.9	0	-1.7	-0.7	0.7	5	-7	-0.4
